SENP8 block = inhibitors of human SENP8 protease | recombinant SENP8, Nedd8 substrate fluorescence | inhibition, % at 20 µM | actives 0.64% (n = 360,000) | AID 602440; in the data active = inhibition mostly above about 40%, no sharp cut-off; inactive = mostly below about 27%
Target sequence (Q96LD8 whole entry, looked up): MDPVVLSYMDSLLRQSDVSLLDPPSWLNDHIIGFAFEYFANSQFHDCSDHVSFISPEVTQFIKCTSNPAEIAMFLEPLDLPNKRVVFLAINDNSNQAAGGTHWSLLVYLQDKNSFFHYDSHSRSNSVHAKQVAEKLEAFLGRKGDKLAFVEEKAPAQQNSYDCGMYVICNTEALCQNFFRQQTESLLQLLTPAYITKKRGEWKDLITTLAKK
GRIN3A LBD mod = modulates the human NR3A ligand-binding domain | Tm shift relative to glycine control, % at 25 µM | NR3A LBD differential scanning fluorimetry, Tm shift; 0% = protein alone, 100% = glycine-bound protein | actives 2.5% (n = 340,000) | AID 1259313;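 active = melting temperature shift of at least 10% of the positive control shift, at one fixed dose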
HKDC1 inh = HKDC1 (human) hexokinase inhibition; actives 0.16% (n = 340,000); recombinant HKDC1, G6PDH/diaphorase resazurin coupled fluorescence; inhibition, % at 20 µM; Q2TB90;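 active = inhibition above about 35% when tested at 20 µM, limit read from the data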;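 also: plate controls were DMSO wells with enzyme for no effect and DMSO wells lacking enzyme for full effect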
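Incubation: 90 min at room temperature in dark / Material: recombinant HKDC1 (HK5) hexokinase enzyme, produced in-house / Quantity: enzyme 5 µg/mL final / Compound: one dose of 20 µM, 1% DMSO / Reagent: glucose and ATP substrates / Buffer or medium: Tris pH 8.0 buffer with MgCl2, Tween-20, BSA, BME / Technique: resorufin fluorescence at 613 nm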
ATG4B inhibitor = blocks human ATG4B protease cleavage of LC3 substrate; Q9Y4P1; ATG4B cleavage of LC3-PLA2, NBD-HPC fluorescence, 1 h; inhibition, % at 8.33 µM; actives 0.51% (n = 340,000); AID 504462; in the data active = inhibition above about 40%
MPTP block = permeability transition pore inhibition | isolated mouse mitochondria, Ca2+ swelling absorbance, 30 min | inhibition, % at 10 µM | actives 1.4% (n = 360,000) | AID 602449;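 active = inhibition of 50% or more, scaled per plate between neutral and stimulator controls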;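 also: 0% = DMSO wells given calcium and 100% = 1 mM EGTA wells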
SENP7 block = inhibitors of human SENP7 protease. Q9BQF6. recombinant SENP7, Z-RLRGG-aminoluciferin luminescence, 40 min. inhibition, % at 5 µM. actives 1.5% (n = 330,000). AID 434973;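 active = inhibition above about 50% at the single test dose, limit read from the data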;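 also: plate controls were DMSO with enzyme for no effect and no enzyme buffer wells for full effect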
Target sequence (Q9BQF6 706-1050 limits assumed): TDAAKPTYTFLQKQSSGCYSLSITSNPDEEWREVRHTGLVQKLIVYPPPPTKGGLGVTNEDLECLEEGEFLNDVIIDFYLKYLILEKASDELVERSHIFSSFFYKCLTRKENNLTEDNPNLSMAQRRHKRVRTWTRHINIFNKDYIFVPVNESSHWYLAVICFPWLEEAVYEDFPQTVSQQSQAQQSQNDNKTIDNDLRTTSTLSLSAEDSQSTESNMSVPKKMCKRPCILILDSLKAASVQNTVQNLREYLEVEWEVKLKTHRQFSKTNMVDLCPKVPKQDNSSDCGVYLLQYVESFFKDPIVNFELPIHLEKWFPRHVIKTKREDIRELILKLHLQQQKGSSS
SENP6 inh = SENP6 protease inhibition. Recombinant SENP6 catalytic domain, aminoluciferin luminescence. actives 1.8% (n = 330,000). inhibition, % at 10 µM. Q9GZR1;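 active = inhibition above about 50% at the single tested dose, limit read from the data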;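 also: plate controls were DMSO wells with enzyme for no effect and DMSO wells lacking enzyme for full effect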
Target sequence (Q9GZR1 628-1112 limits assumed): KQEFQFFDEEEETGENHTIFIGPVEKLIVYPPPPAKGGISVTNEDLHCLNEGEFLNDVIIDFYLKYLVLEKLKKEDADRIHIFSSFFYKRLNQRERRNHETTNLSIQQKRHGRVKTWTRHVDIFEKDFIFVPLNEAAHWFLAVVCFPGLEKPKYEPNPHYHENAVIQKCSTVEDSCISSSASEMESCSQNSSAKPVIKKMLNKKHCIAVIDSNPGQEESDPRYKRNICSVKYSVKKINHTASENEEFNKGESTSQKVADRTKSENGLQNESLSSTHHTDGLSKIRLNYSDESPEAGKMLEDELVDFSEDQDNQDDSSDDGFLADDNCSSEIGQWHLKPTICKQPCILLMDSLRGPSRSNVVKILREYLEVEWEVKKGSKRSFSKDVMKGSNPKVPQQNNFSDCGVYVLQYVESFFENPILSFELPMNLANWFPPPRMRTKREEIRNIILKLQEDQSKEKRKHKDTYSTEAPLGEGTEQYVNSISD
PfGluPho inh = PfG6PD (Plasmodium falciparum) enzyme inhibition. inhibition, % at 20 µM. PfGluPho enzyme, NADPH resazurin-diaphorase fluorescence. actives 0.78% (n = 350,000);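 active = inhibition reaching at least a set limit at 20 µM in the primary screen, cut at about 59% in these data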;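 also: 0% = DMSO wells with substrate and 100% = DMSO wells lacking glucose-6-phosphate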
An asterisk follows results filed as active; i = inactive; . = no result given.

SMILES	SENP8 block	GRIN3A LBD mod	HKDC1 inh	ATG4B inhibitor	MPTP block	SENP7 block	SENP6 inh	PfGluPho inh
Cc1nc(=S)n(-c2ccccc2)[nH]1	12.1	6.2	-6.3	-1.4	0.3	-5.4	-15.2	40.8
CN(C)CC/C=C1\c2ccccc2Sc2cc(F)c(Cl)cc21	20.7	0.2	3.7	20.7	-6.1	5.4	-6.9	9.8
Cc1occc1-c1nnc(SCC(=O)N2CCCC(C)C2)o1 (centres undefined)	-6.6	-1.7	0.9	-5.5	-0.6	-8.9	-6.3	1.8
COc1ccc(C(=O)Nc2ccc3oc(Cc4ccc(Cl)cc4)nc3c2)cc1OC	12.2	-6.1	-2.7	-13.6	-1.6	-5.6	-23.0	6.7
Cc1ccc(C(=O)O)cc1NC(=O)C1CCN(S(=O)(=O)c2ccc3c(c2)OCCO3)CC1	-0.2	0.6	-6.2	0.9	0.4	1.3	-1.5	-11.2
COc1ccc2cc3c(N)c(C(=O)NCc4ccco4)sc3nc2c1	-212.1	-8.3	9.1	-21.5	0.8	-2.5	4.7	22.8
Cc1cc(N2CCC(C(=O)NCC3CC3)CC2)nc(-c2ccccc2)n1	0.7	1.0	2.2	-2.4	-0.9	0.2	-4.2	8.1
COc1ccccc1-c1n[nH]c2c1[C@H](C)CC[C@H]2C(C)C	20.2	-2.0	5.1	15.2	-2.2	5.1	-15.5	15.7
CCCn1c(N2CCN(CC(=O)Nc3ccc4c(c3)OCCO4)CC2)nc2ccccc21	16.2	-2.4	10.3	-0.7	-0.6	-11.8	-8.0	3.8
O=C1c2cnccc2CN1Cc1ccccc1	16.3	1.4	-2.4	-17.1	-0.1	-2.5	-15.6	4.8
CCN1CCN(c2ccc(S(=O)(=O)N3CCCCC3)cc2NC(=O)c2cccc(F)c2)CC1	8.1	.	-2.0	-4.5	-0.9	-0.1	1.8	16.9
Cc1ccc(OCc2ccc(C(=O)O)o2)c([N+](=O)[O-])c1	30.2	-0.4	-4.3	24.9	0.0	59.0*	77.1*	-23.6
O=C(Cn1cc(C(F)(F)F)cc(Cl)c1=O)Nc1cccc(S(=O)(=O)N2CCCCC2)c1	6.2	0.3	-0.3	-67.8	1.5	3.0	1.0	3.5
CN(C)c1ccnc(Nc2ccc(F)cc2)c1C#N	10.8	-0.4	12.5	0.7	-1.6	5.6	0.4	-12.6
O=C(CN1C(=O)NC2(CCc3ccccc32)C1=O)c1c[nH]c2ccccc12 (centres undefined)	-71.4	-5.0	0.2	3.7	-0.4	-3.0	-7.6	4.8
CN(Cc1ccccc1)CC(O)COc1ccc(CNCCCOc2cccnc2)cc1 (centres undefined)	26.1	1.1	10.2	-0.8	1.5	6.0	-36.9	-14.4
COc1cccc2cc(C(=O)Nc3cc(C)cc(C)c3)/c(=N/NS(=O)(=O)c3ccccc3)oc12	9.1	-3.0	-4.2	3.9	0.5	-3.0	-14.4	-0.6
C=CCn1cc(C(=O)NCCN(CC)CC)c(=O)c2cc(S(=O)(=O)N3CCCCCC3)ccc21	-0.4	1.5	4.3	8.7	0.0	0.7	-1.5	6.1
O=C1/C(=C/c2ccc(F)cc2)Oc2cc(OC(=O)N3CCOCC3)ccc21	-3.1	0.0	5.0	1.9	3.6	-10.3	-18.4	-2.7
CCCN(CC(=O)Nc1ccccc1C)C(=O)c1ccc(N2CCCC2=O)cc1	-2.1	0.2	-3.7	-4.7	-1.8	1.8	5.2	4.3
CCCC[C@@H]1C[C@H]1[C@@H](NC(=O)c1cccs1)c1ccc(C(F)(F)F)cc1	.	-0.6	-3.5	-4.3	.	-8.1	1.0	15.4
CC1CCCN(C(=O)c2ccc(-c3ccccc3Cl)o2)C1 (centres undefined)	7.8	-2.2	-5.0	29.7	-0.7	16.3	50.3*	-3.2
CNC(=O)COC(=O)/C=C/c1nc2ccccc2s1	0.7	-0.1	6.5	0.2	-2.5	-8.1	-17.0	-14.2
Cc1nc(/N=C(\N)NC(=O)c2ccccc2)nc2ccccc12	-15.0	-4.5	-7.5	-3.7	14.1	2.6	-7.1	32.1
Cc1ccc2[nH]c(O)c(N=NC(N)=S)c2c1	22.2	-0.9	-0.6	-4.4	1.0	-3.2	-2.5	6.1
O=C(CSc1nnc(-c2ccccc2)o1)NCC1CCCCC1	14.6	-0.2	-8.7	0.8	-0.9	9.5	-4.2	-10.5
Cc1cccc(NC(=O)C2C3C=CC4(O3)C2C(=O)N(CCCN2CCCC2)C4C(=O)NC2CCCC(C)C2C)c1 (centres undefined)	18.0	-2.0	-2.8	-7.4	0.5	1.3	0.8	3.1
COc1ccc(C(=O)N2CC3(CC(c4cccc([N+](=O)[O-])c4)=NO3)C[C@H]2C(=O)NCC(N)=O)cc1 (some centres undefined)	10.0	0.5	1.6	-4.9	0.1	-0.6	7.0	-0.9
O=C(CSc1nnc(-c2ccc(NS(=O)(=O)c3ccccc3)cc2)o1)NCC1CCCO1 (centres undefined)	15.7	0.4	1.1	1.2	0.8	-2.6	-15.3	-14.9
O=C(CCN1C(=O)CSc2ccccc21)Nc1ccc(OC(F)(F)F)cc1	4.2	-1.5	-10.7	-22.2	1.3	-1.6	-0.1	3.2
Cn1cccc1/C=C(\C#N)c1ccccc1	16.1	-1.1	1.3	11.3	-1.2	-15.7	0.8	-15.5
COc1cc(C(=O)Nc2cccc3cccnc23)cc(OC)c1OC	9.2	-0.8	-4.0	-12.5	-2.0	4.4	8.7	12.8
CC(C)C(=O)Nc1ccccc1Cc1ccccc1	4.6	0.9	-3.8	2.4	1.5	-3.9	-9.8	-11.7
COc1cccc(C(C)N(C)Cc2nc(COc3ccccc3)no2)c1 (centres undefined)	24.2	1.8	-5.1	-0.6	0.6	-4.7	-5.0	-4.7
COc1ccc(NC(C)C(=O)N/N=C/c2c(O)ccc3ccccc23)cc1 (centres undefined)	-3.9	-0.2	12.1	-5.5	1.4	0.9	-7.6	7.3
Cc1cc(C(=O)Nc2ccc(S(=O)(=O)N3CCOCC3)cc2)c(C)o1	17.0	0.5	1.3	-2.6	-0.9	-6.1	-6.6	8.4
O=C(CN1C(=O)C2CC=CCC2C1=O)Nc1ccc(S(=O)(=O)Nc2ncccn2)cc1 (centres undefined)	4.2	0.5	0.1	-10.4	1.3	-1.1	-14.8	-18.5
CCCn1c(Nc2cccc(OC)c2)nc2ccccc21	9.3	-1.4	-2.9	9.7	-0.5	-2.7	6.6	3.1
COc1ccc(Cc2nc(-c3ccc(NC(=O)c4cccnc4)cc3)no2)cc1	12.2	-1.6	-10.2	2.7	-1.5	-9.5	-30.7	2.6
CN(C)CCCNc1ncnc2scc(-c3ccccc3)c12	13.0	0.6	-3.1	-10.7	9.8	-2.8	-31.2	0.1
Oc1[nH]c2ccccc2c1N=Nc1cccc(Cl)c1	23.5	-4.5	-5.6	-7.0	0.9	63.7*	36.3	15.2
COc1ccc(S(=O)(=O)NCc2csc(C)n2)cc1	-5.3	2.4	-4.8	-6.4	0.5	-1.5	-4.6	-4.7
C=CCNC(=S)NNC(=O)C(CC(C)C)CC(C)O (centres undefined)	23.9	-1.2	7.0	-9.8	-0.4	6.3	-10.0	2.8
CC/C(=C\C1CCCCC1)C(NP(=O)(c1ccccc1)c1ccccc1)c1ccccc1 (centres undefined)	4.7	4.6	2.9	-18.2	0.3	-1.0	5.9	32.6
COc1ccc(C(C)=O)c2c1OCCO2	14.7	-0.6	-5.0	-2.3	-1.4	3.5	-5.0	-5.8
CCOC(=O)c1oc2cccc(O)c2c1CN1CCOCC1	4.1	-2.2	3.7	-13.7	1.2	-23.7	-10.1	2.2
O=C(Nc1cc2c3c(c1)CC(=O)N3CCC2)c1ccccc1F	6.0	-0.1	-3.4	4.0	-0.7	4.8	-8.8	-15.3
O=C1N=C(N2CCOCC2)S/C1=C\c1ccncc1	25.8	-1.0	-6.8	-0.9	0.9	-0.9	-2.2	-11.1
COc1cccc(C(=O)N2CCN(Cc3ccccc3C(F)(F)F)CC2)c1	23.3	-0.6	-2.9	1.8	-2.5	0.0	-1.4	-18.6
Cc1ccc(S(=O)(=O)N2CCN(C(C)C(=O)Nc3ccccc3-c3ccccc3)CC2)cc1 (centres undefined)	6.7	2.1	-6.4	3.2	2.7	10.7	1.7	0.9

Complete entries, looked up by structure.
`COc1ccccc1-c1n[nH]c2c1[C@H](C)CC[C@H]2C(C)C` is listed with SENP8 block: 20.2; GRIN3A LBD mod: -2.0; HKDC1 inh: 5.1; ATG4B inhibitor: 15.2; MPTP block: -2.2; SENP7 block: 5.1; SENP6 inh: -15.5; PfGluPho inh: 15.7
`Cc1occc1-c1nnc(SCC(=O)N2CCCC(C)C2)o1` (centres undefined) is listed with SENP8 block: -6.6; GRIN3A LBD mod: -1.7; HKDC1 inh: 0.9; ATG4B inhibitor: -5.5; MPTP block: -0.6; SENP7 block: -8.9; SENP6 inh: -6.3; PfGluPho inh: 1.8
`Cc1ccc(OCc2ccc(C(=O)O)o2)c([N+](=O)[O-])c1` is listed with SENP8 block: 30.2; GRIN3A LBD mod: -0.4; HKDC1 inh: -4.3; ATG4B inhibitor: 24.9; MPTP block: 0.0; SENP7 block: 59.0*; SENP6 inh: 77.1*; PfGluPho inh: -23.6

Next structures:
SMILES	SENP8 block	GRIN3A LBD mod	HKDC1 inh	ATG4B inhibitor	MPTP block	SENP7 block	SENP6 inh	PfGluPho inh
CCc1ccc(OCC(=O)N/N=C(\C)c2ccc(O)cc2O)cc1	-10.6	7.0	-31.4	-3.1	-0.2	-13.9	-3.7	-24.7
COc1ccc(C(=O)NCCCNC(=O)c2cnccn2)cc1Br	4.0	-1.7	-3.9	5.4	0.8	3.7	22.6	-2.6
Cc1ccc(-c2nc(CS(=O)CC(=O)NC3CCCC(C)C3C)c(C)o2)cc1 (centres undefined)	3.9	-2.6	-5.1	2.8	-1.1	3.9	-5.7	-15.7
Cc1ccc(C(=O)N2CCN(C(=O)C3CCCO3)CC2)cc1 (centres undefined)	24.6	0.3	-1.4	-20.7	-0.6	7.4	-11.0	-10.8
Cc1onc(-c2ccccc2Cl)c1C(=O)Nc1cccc2nsnc12	i	1.7	-2.9	6.5	-0.2	-8.4	-12.4	-8.8
O=C(CS(=O)(=O)c1ccccc1)Nc1ccc(Cl)cn1	7.0	-0.6	-0.4	-10.2	1.7	-0.4	4.6	-5.0
CC(=O)CNc1ccc(S(=O)(=O)N/N=C/c2ccccc2)cc1	-1.3	-0.9	-3.9	23.9	-0.2	7.0	-9.3	22.6
Cc1cc(CN2CCCCC2)oc1C(=O)O	10.4	0.5	11.9	1.2	-2.5	-0.8	-16.8	-12.6
COc1ccc(C(=O)/C=C/Nc2ccc([N+](=O)[O-])cc2C)c(OC)c1	-48.5	7.1	-11.9	8.0	-0.6	-7.0	-1.8	-6.3
CCO[C@H]1OC(C(=O)NCc2ccccc2)=C[C@@H](C2CCCCC2)[C@@H]1CCCO	5.5	-1.2	1.4	-10.2	-1.6	-12.2	-20.9	8.9
CC(=O)C1=C(C)NC(SCC(N)=O)=C(C#N)C1c1cccs1 (centres undefined)	-25.3	2.3	3.0	-3.6	1.5	-2.4	-18.8	4.5
COC(=O)[C@]1(CC(C)C)N[C@H](c2ccc(-c3ccc(F)cc3)c(OC)c2)[C@@H]2C(=O)N(C)C(=O)[C@@H]21	-91.7	-2.1	9.5	-13.3	0.5	2.8	8.5	20.8
CCCCCCCn1c2c(c(=N)c3ccccc31)CCC2	-114.7	-4.0	-13.1	6.8	18.9	4.4	2.1	18.5
Cc1cc(NC(=O)C(C)N2C(=O)c3ccccc3S2(=O)=O)no1 (centres undefined)	3.3	1.9	-5.0	-1.8	-1.6	3.2	-3.0	-4.6
COc1cccc(CN2CC(C(=O)NCc3ccc(Cl)s3)CCC2=O)c1 (centres undefined)	6.7	-1.5	-0.9	-8.8	-3.1	0.7	6.0	7.3
